Cneo AK release: Cryptococcus neoformans lysis via adenylate kinase release | C. neoformans lysis, adenylate kinase release luminescence, 4 h; normalised: neutral wells 0, clomiphene wells 100 | lysis activity, % at 15 µM | 0.2% of 360,000 active;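 active = mean lysis activity across replicates of at least 80%, whatever share of replicates individually reach that level; inactive = mean lysis activity below 80%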
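Test system: log-phase Cryptococcus neoformans yeast cells. Input: 5 × 10^6 yeast cells/mL. Medium: fresh YPD growth medium. Doses: single dose. Incubation: static 4 h at 37 °C with compound, 1 h detection. Measured by: luminescent adenylate kinase detection reagent. Read-out: signal increase indicating cell lysis. Benchmarks: Clomiphene.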
EWS-Fli block: inhibitors of EWS/Fli oncoprotein transcriptional activity. A673 NR0B1-luciferase reporter, viability-normalised. inhibition, % at 12.6 µM. 0.67% of 350,000 active;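 active = mean inhibition of at least 50% after viability correction, with every replicate also passing that limit; inconclusive = mean reaches 50% but only one of two replicates passes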;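 note: firefly luciferase signal divided by Alamar Blue viability fluorescence both relative to DMSO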
PAX8 inh HTS: PAX8 transcriptional activity inhibition; AID 652154; 1.2% of 360,000 active; RMG-I TPO-luciferase reporter, SteadyGlo, 24 h; inhibition, % at 12.6 µM;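 active = mean replicate inhibition at least 60% with every replicate also reaching 60%; inconclusive = only one of the two criteria is met; inactive = mean below 60% and not all replicates reaching 60%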;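 note: luciferase light reporting Pax8 driven TPO promoter activity; plate controls were median of neutral control wells for no effect and mitoxantrone controls for full effect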
PGC1a acetyl inh: modulators of PGC1a acetylation; U2OS PGC1a acetylation, AlphaScreen anti-acetyl-lysine; with virally co-expressed GCN5 acetyltransferase; inhibition, % at 15.6 µM; 0.17% of 350,000 active; AID 651687;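 active = every replicate shows inhibition of at least 40%; inconclusive = mean inhibition at least 40% but some replicate below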;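 note: 0% = neutral control wells and 100% = positive control wells; some results beyond the cut were filed as inactive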
LGR2 inh: blocks bursicon-induced cAMP signaling via Drosophila LGR2 | HEK293 LGR2, CRE-luciferase, bursicon-stimulated, 4 h | inhibition, % at 9.99 µM | 0.35% of 380,000 active;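 active = drop in luminescence signal, shown as inhibition above about 50% in the replicate tests, limit read from the data, passing the limit was not always enough; inconclusive = probably only some replicates passing the limit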;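 note: agonist challenge used bursicon conditioned medium at about half maximal strength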
miR-122 sensor: blocks miR-122 activity in Huh7 sensor cells | AID 602342 | Huh7 miR-122 Renilla luciferase sensor, 48 h; neutral wells = 0, positive control = 100 | activation (reporter increase), % at 12.5 µM | 0.3% of 340,000 active;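 active = mean replicate activation score at least 90 and every replicate individually at or above 90; inconclusive = only one of the two criteria met; inactive = neither criterion met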;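 note: higher luciferase means less miR-122 activity so hits act as miR-122 inhibitors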
FN deposition inh: fibronectin deposition inhibition; inhibition, % at 12.6 µM; 0.086% of 350,000 active; AH1F fibroblasts, Alexa488-fibronectin deposition fluorescence, overnight;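 active = mean inhibition across replicates of 30% or more, regardless of how many single replicates reach that level; inconclusive = mean under 30% yet at least half of replicates reach 30%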;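 note: positive control wells lacked labelled fibronectin entirely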
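Test system: AH1F fibroblast monolayer depositing Alexa488-labelled fibronectin into matrix. Input: 10000 cells per well. Technique: fluorescence, ex 485 nm, em 525 nm. Buffer or medium: DMEM plus 2% serum, read in PBS. Timing: 1 h cell adhesion before compound, then overnight fibronectin incubation. Compound: single dose, pinned. Read-out basis: inhibition from reduced deposited-fibronectin fluorescence.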
Casp6 inh: inhibitors of human caspase-6. purified caspase-6, Z-VEID-R110 cleavage fluorescence. inhibition, % at 12.5 µM. 0.53% of 350,000 active. AID 686996;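 active = mean inhibition across replicates at least about 35%, with every replicate also reaching that limit, limit read from the data; inconclusive = only one of the two criteria met; inactive = neither criterion met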;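 note: 0% = median of neutral control wells and 100% = no fluorescence left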
Target sequence (P55212 24-179 limits assumed): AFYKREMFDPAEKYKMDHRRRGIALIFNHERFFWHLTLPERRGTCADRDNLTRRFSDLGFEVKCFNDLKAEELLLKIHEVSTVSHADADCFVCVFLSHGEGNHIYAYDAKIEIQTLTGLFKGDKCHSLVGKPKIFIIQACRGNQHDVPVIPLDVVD
Target sequence (P55212 194-293 limits assumed): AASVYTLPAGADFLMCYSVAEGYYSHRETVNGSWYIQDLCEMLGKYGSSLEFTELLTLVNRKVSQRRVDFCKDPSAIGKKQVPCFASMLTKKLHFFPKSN
* hit, by the source's call; u = inconclusive; x = not tested or not shown; & = joins results of further samples; [ ] = remark or other dose.

SMILES | Cneo AK release | EWS-Fli block | PAX8 inh HTS | PGC1a acetyl inh | LGR2 inh | miR-122 sensor | FN deposition inh | Casp6 inh
Cc1nn(C(C)C(=O)NC2CCCCCC2)c(=O)c2nn(-c3ccccc3)c(C)c12 (centres undefined) | -2 | -5 | -8 | -5 | -12 | -3 | 7 | 3
CC(C)C[C@H]1CNC(=O)C(=O)N1CC1CCN(CCc2ccc(-c3ccccc3)cc2)CC1 | 2 | 10 | -7 | 0 | -16 | 0 | -3 | -7
CN(C)CCCn1c2c(c(SCC(=O)Nc3ccc4c(c3)OCO4)nc1=O)CCC2 | 0 | -1 | -5 | -4 | 4 | 3 | -1 | -3
CCOc1ccccc1CN1CCN(Cc2cn(C)nc2-c2ccccc2)CC1CCO (centres undefined) | 1 | 12 | -2 | x | 15 | -10 | -6 | -2
COc1ccc(COC[C@H](C)[C@H](O)[C@@H](C)[C@H]2OC(=O)[C@@H]2C)cc1 | 8 | -6 | -12 | 6 | -4 | -3 | -1 | 5
C[C@H]1CN([C@@H](C)CO)C(=O)c2cc(NC(=O)CCCCCC(=O)Nc3ccccc3N)ccc2O[C@H]1CN(C)C | x | x | 6 | -5 | -3 | x | 2 | 2
C=CCSc1nnc(-c2c[nH]c3ccccc23)n1CCOC | 1 | -5 | x | 6 | -18 | -6 | x | 2
C[C@H](CO)N1C[C@H](C)[C@H](CN(C)S(=O)(=O)c2ccc(F)cc2)OCc2ccccc2-c2ccccc2C1=O | 1 | -3 | x | 9 | 6 | x | 1 | -2
O=C(O)C[C@@H]1C[C@H]2c3cc(NC(=O)C4CCC4)ccc3O[C@H]2[C@H](CO)O1 | 1 | -14 | -15 | 2 | -7 | 2[16.7 µM] | x | 0
Nc1nc(SCC(=O)Nc2ccc(Oc3ccccc3)cc2)n[nH]1 | -6 | x | -4 | -10 | 5 | -7 | 6 | x
CC(=O)Oc1ccc(C(=O)[C@H]2[C@H]3C(=O)N(c4ccc5ccccc5c4)C(=O)[C@H]3[C@@H]3C=CC=NN32)cc1 | 0 | -42 | 23 | 1 | -9 | 1 | -6 | 0
CCOC(=O)Cn1nc(C)c(NC(=O)COc2ccccc2[N+](=O)[O-])c1C | x | 9 | -2 | -2 | -5 | x | -1 | 1
CC(C)CNc1nc(N)c([N+](=O)[O-])c(NC2CCCCC2)n1 | 0 | -10 | -18 | 5 | -21 | -15 | -3 | -3
O=C(c1ccc(N2CCCC2=O)cc1)N1CCCCCC1 | 1 | x | x | u | x | 28 | -8 | x
COc1ccccc1-c1nn(-c2ccccc2)cc1C(=O)NC1CC1 | -1 | -5 | 7 | 0 | -8 | x | 4 | -2
CC(C)CNS(=O)(=O)c1ccc(CCC(=O)N2CCN(c3ccccc3)CC2)cc1 | x | 21 | 7 | x | 20 | x | 3 | 0
O=C(Nc1ccc(Oc2ccc(C(=O)O)c(C(=O)O)c2)cc1)c1cccs1 | x | -4 | 7 | 6 | -1 | x | -5 | -2
CCC(=O)N1CCCC1(C)C(=O)Nc1cc(OC)ccc1OC (centres undefined) | 0 | -2 | 11 | -7 | -1 | -1 | -4 | 1
O=C(O)c1cccc(S(=O)(=O)N2CCN(c3ccccn3)CC2)c1 | 0 | 18 | -1 | x | 5 | 1 | -7 | 4
COc1ccccc1N(C(=O)c1snc(C(N)=O)c1N)C(C(=O)NCc1ccccc1)c1ccc(O)cc1 (centres undefined) | 12 | 12 | 20 | x | -16 | 6 | 1 | -3

Complete entries as entered above.
Shown for `CC(C)CNS(=O)(=O)c1ccc(CCC(=O)N2CCN(c3ccccc3)CC2)cc1` = Cneo AK release: x; EWS-Fli block: 21; PAX8 inh HTS: 7; PGC1a acetyl inh: x; LGR2 inh: 20; miR-122 sensor: x; FN deposition inh: 3; Casp6 inh: 0
Shown for `Nc1nc(SCC(=O)Nc2ccc(Oc3ccccc3)cc2)n[nH]1` = Cneo AK release: -6; EWS-Fli block: x; PAX8 inh HTS: -4; PGC1a acetyl inh: -10; LGR2 inh: 5; miR-122 sensor: -7; FN deposition inh: 6; Casp6 inh: x

(more compounds)
SMILES | Cneo AK release | EWS-Fli block | PAX8 inh HTS | PGC1a acetyl inh | LGR2 inh | miR-122 sensor | FN deposition inh | Casp6 inh
O=C(NCc1ccc(OC(F)(F)F)cc1)C1CCC(=O)N(C2CC2)C1 (centres undefined) | 2 | -2 | 1 | -1 | -5 | 1 | -3 | 0
COc1ccc2sc(-c3ccccc3OC)c(C#CCCO)c2c1 | 0 | 3 | 21 | 2 | 1 | 0 | 4 | -3
COCC(=O)N1CCCCN2[C@H](CO)[C@H](c3ccc(-c4ccccc4)cc3)[C@H]2C1 | 43 | 1 | -29 | 11 | 0 | 7[16.7 µM] | x | 1
COC1=CC(=Cc2c(N)n3nc(CC(=O)N4CCOCC4)sc3nc2=O)C=C(OC)C1=O | 3 | 8 | -18 | 14 | -1 | -8 | -6 | 3
CCCc1nc2oc3c(=O)[nH]cnc3c2c2c1COC(C)(C)C2 | x | 12 | -8 | 2 | -2 | x | 5 | -2
O=S(=O)(c1ccccc1)N1CC[C@@H]2[C@H]1c1cc(-c3ccccc3F)ccc1N[C@@H]2CO | -8 | 4 | -13 | 3 | 6 | 14[16.7 µM] | 16 | x
COc1ccccc1CNC(=O)C[C@H]1CC[C@H]2[C@@H](COC[C@H](O)CN2Cc2ccccc2)O1 | 0 | x | x | -8 | 0 | -8[16.7 µM] | -2 | -2
CN=c1scc(-c2cccs2)n1/N=C/c1ccc(O)c(O)c1O | x | 26 | 33 | x | -23 | x | -15 | 24
NS(=O)(=O)c1ccc(N=Nc2c(-c3ccccc3)[nH]n(-c3nc(-c4ccccc4)cs3)c2=O)cc1 | 1 | x | 8 | 2 | -1 | -2 | -2 | x
O=C(NCCCN1CCCC1=O)C1CCN(S(=O)(=O)c2ccc(F)cc2)CC1 | 0 | -3 | 0 | -3 | -12 | x | -2 | 2
c1ccc2sc(NN=C3CCCCCC3)nc2c1 | x | 46 | -57 | -11 | 55* | 12 | x | 19
O=C(Nc1ccn(Cc2ccccc2F)n1)c1ccc(COc2ccc(Br)cc2)cc1 | x | x | x | -7 | 19 | -25 | 21 | x
Cc1ccc(OC(C)C(=O)Nc2ccc(Cl)cn2)c([N+](=O)[O-])n1 (centres undefined) | 2 | 5 | -2 | 1 | -7 | -1 | 4 | 2
Cc1ccc(NC(=O)C2CC(=O)N(c3ccc4c(c3)OCCO4)C2)cc1S(=O)(=O)N1CCCCCC1 (centres undefined) | 0 | 24 | 38 | x | -3 | x | -2 | 3
Cc1noc2ncnc(Oc3ccccc3Cl)c12 | x | 2 | -19 | 2 | 10 | x | 5 | x
O=C(NC1CCCCCC1)C1c2ccccc2C(=O)N1CCCN1CCOCC1 (centres undefined) | 0 | x | 2 | x | x | -8 | 5 | x
C[C@@H]1CN([C@@H](C)CO)C(=O)c2cc(NS(C)(=O)=O)ccc2O[C@@H](C)CCCCO[C@@H]1CN(C)C(=O)Nc1ccc(C(F)(F)F)cc1 | x | 7 | 9 | -3 | -6 | x | x | 1
COc1cc(C(=O)NCC(=O)N/N=C(\C)Cc2ccccc2)cc(OC)c1OC | 3 | x | 7 | -5 | 14 | -8 | -22 | -2
C[C@H](CO)N1C[C@H](C)[C@@H](CN(C)Cc2ccccc2)Oc2ccc(NC(=O)NC3CCCCC3)cc2C1=O | -1 | 2 | -21 | 12 | 15 | 7[16.7 µM] | x | 0
CN(C)S(=O)(=O)c1ccc(C(=O)Nc2nnc(-c3cccs3)o2)cc1 | x | 12 | 18 | x | 8 | x | 14 | 1
CN(C)CCOCCOc1ccc(Cl)cc1C(C)(C)C | x | 12 | 11 | x | -9 | x | 1 | -2
Cn1c(=O)c(C(=O)NCC2CCCO2)c(O)c2ccccc21 (centres undefined) | 4 | -60 | -55 | -10 | -45 | 4 | 6 | -4
CCCCC(CC)CNS(=O)(=O)c1ccc2c(c1)CCN2C(=O)CCC(=O)O (centres undefined) | 3 | x | x | -8 | 21 | 9 | -5 | x
Cn1c(C(=O)O)ccc1S(=O)(=O)N1CCCCCC1 | x | 6 | -14 | x | -6 | x | 6 | -2
CN(C)CCCNC(=O)c1cc(C(=O)c2ccccc2)c[nH]1 | -3 | 10 | -6 | 8 | -6 | -2 | 6 | -13
COc1cc(OC)cc(C(=O)N[C@H](C(=O)NNC(=O)c2ccc(Br)cc2)C(C)C)c1 | -23 | 6 | 19 | 9 | -4 | x | 8 | -5
CC(C)(C)OC(=O)NCC(=O)NNC(=O)C(C(=O)OCc1ccccc1)c1ccccc1 (centres undefined) | 4 | -15 | -16 | x | 15 | 0 | -3 | 4
COC(=O)N(C)C[C@@H]1OCc2cnnn2CCCC(=O)N([C@@H](C)CO)C[C@H]1C | 3&-3 | 3&7&-2 | -4&-2&-19 | 5&-1&2 | -8&22 | 0 | -19 | 3&2
COc1ccc(NC(=O)/C=C/c2ccc(OC)c(OC)c2)cn1 | x | -5 | -6 | -7 | 20 | x | -1 | 3
CCC(Oc1ccccc1)C(=O)Nc1nc2c(s1)C(=O)CC(C)(C)C2 (centres undefined) | -4 | x | 14 | -6 | x | -2 | -2 | x
COc1ccc(C(=O)NC2=NCCS2)cc1S(=O)(=O)N1CCCCC1C (centres undefined) | x | -3 | 20 | x | 2 | x | x | 2
Cn1c(SCC(N)=O)nnc1C1CCN(C(=O)NCc2ccccc2)CC1 | 3 | x | x | 8 | x | -5 | -21 | x
O=C(Oc1nsnc1N1CCOCC1)N(c1ccccc1)c1ccccc1 | -4 | x | 21 | -11 | x | -6 | x | x
CCOC(=O)Nc1ccc2c(c1)N(C(=O)CN(CC)CC)c1ccccc1C=C2 | 1 | -5 | x | 11 | 5 | 10 | x | 0
COc1ccc(C(C)=O)cc1Cn1cnc2c(cnn2C)c1=O | 0 | 2 | 6 | 10 | 12 | -5 | -9 | 2
C=CCOc1ccccc1CN1CCC(Oc2cc(C(=O)NC3CC3)ccc2OC)CC1 | 4 | 3 | -67 | 7 | -4 | -2 | -1 | -1
CN(C)CC(=O)Nc1ccc2c(c1)[C@@H]1C[C@H](CC(=O)N3CCCCC3)O[C@@H](CO)[C@@H]1O2 | -22 | 1 | -8 | -1 | 3 | 4[16.7 µM] | x | -3
COc1cc(CN2CC3(CCN(S(=O)(=O)c4cccs4)CC3)c3c(n(C)c4cc(OC)ccc34)[C@@H]2CO)cc(OC)c1 | x | 16 | -1 | -12 | 10 | x | x | 2
Cc1cccc(N(C(=O)CNC(=O)c2ccco2)C(C(=O)NC2CCCC2)c2ccncc2)c1C (centres undefined) | -1 | -1 | 3 | -5 | -9 | 2 | 11 | -2
O=[N+]([O-])c1cc(Cl)ccc1Sc1cccc2cccnc12 | 1 | -162 | x | 14 | -9 | 3 | x | -1
Cc1cc(C2=NNC(=NCCc3ccccc3)SC2)c(C)n1-c1c(C)n(C)n(-c2ccccc2)c1=O | 0 | 9 | -37 | 63* | 13 | -1 | 2 | 2
C=CCc1cccc(C=Nc2c[nH]c(=O)[nH]c2=O)c1O | 0 | 14 | -27 | x | 12 | x | -8 | -1
Cc1nc2ccc(NS(=O)(=O)c3ccc(F)c(F)c3)cc2s1 | 0 | -1 | -4 | x | -11 | x | -2 | 1

Bioassay records deposited in PubChem BioAssay by Broad Institute.
